Hck-Nef inh = inhibitors of human Hck kinase activated by Nef | P08631 | Recombinant Hck-YEEI plus Nef, Z-Lyte FRET kinase assay | inhibition, % at 20 µM | actives 0.68% (n = 220,000) | AID 463187;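 active = Hck-Nef kinase inhibition above about 50%, limit read from the data; inactive = inhibition below that limit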;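 note: 0% = DMSO with Hck plus Nef and 100% = Hck alone without Nef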
EP2 mod = EP2 receptor (human) modulation; EP2-expressing cells, cAMP HTRF FRET, PGE2 co-stimulation; induction, % at 25 µM; actives 0.83% (n = 260,000); AID 940; P43116;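 active = compounds whose cAMP rise, as percent of the full-agonist control response, exceeds 60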;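 note: rat C6 glioma line stably carrying human EP2 under a CMV promoter; the protocol text gives 20 µM as final concentration; 100% = response of wells given 1 µM PGE2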
PERK inh = blocks human PERK kinase | Q9NZJ5 | CHO PERK-DD fusion, SEAP luminescence translation reporter | inhibition, % at 5.6 µM | AID 1416 | actives 0.17% (n = 220,000);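 active = inhibition above the mean inhibition of all tested compounds plus 3 SD, set separately per screening campaign, cut at about 2.9% in these data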;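 note: PERK kinase domain activated by AP20187 dimerizer at 100 nM; 0% = DMSO with dimerizer and 100% = rapamycin at 8.4 µM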
L929 necroptosis = blocks zVAD induced death of L929 cells; L929 zVAD necroptosis rescue, ATP luminescence, 24 h; with zVAD 60 µM; viability rescue, % at 10 µM; actives 0.38% (n = 220,000); AID 1377;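 active = activation, scaled between plate controls, above about 75%, limit read from the data; inactive = activation under that limit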;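 note: 0% = zVAD with DMSO and 100% = DMSO alone without zVAD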
RBBP9 inh = human RBBP9 hydrolase inhibition; recombinant RBBP9, FP-Rh probe fluorescence polarization; actives 0.2% (n = 220,000); AID 1515; inhibition, % at 7.94 µM;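 active = inhibition above the campaign mean of all tested compounds plus 3 SD, cut at about 14% in these data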;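 note: plate controls were DMSO wells with RBBP9 for no effect and wells lacking RBBP9 protein for full effect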
Target sequence (O75884 whole entry, looked up): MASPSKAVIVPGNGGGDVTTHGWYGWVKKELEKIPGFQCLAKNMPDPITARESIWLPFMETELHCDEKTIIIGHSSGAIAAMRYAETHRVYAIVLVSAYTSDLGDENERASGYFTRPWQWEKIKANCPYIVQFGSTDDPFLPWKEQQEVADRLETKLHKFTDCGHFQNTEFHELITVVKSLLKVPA
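System: RBBP9 protein / Quantity: 2.5 µM RBBP9 dispensing solution, before mixing / Also added: Serine-hydrolase probe FP-Rh, 375 nM pre-mixing / Dosing: 7.94 µM single dose, 0.794% DMSO / Timing: enzyme-compound preincubation 30 min, then probe labeling 45 min, 25 °C / Signal: FP readout at 525/598 nm / Controls: DMSO-treated enzyme wells and wells lacking RBBP9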
EP2 antag = EP2 receptor (human) inhibition. P43116. C6 glioma cells expressing human EP2, cAMP TR-FRET; cells stimulated with saturating PGE2. inhibition, % at 25 µM. actives 0.52% (n = 260,000);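 active = percent inhibition above 40 after rounding to a whole number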;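 note: rat C6 glioma host cells with rolipram phosphodiesterase inhibitor present; the protocol text gives 20 µM as final concentration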
TNF death inh = inhibitors of TNF-alpha induced necroptosis in Jurkat FADD-/- cells; actives 0.068% (n = 220,000); activation (protection from cell death), % at 10 µM; Jurkat FADD-/- TNF necroptosis rescue, ATP luminescence, 24 h; 0 = TNF only, 100 = no-TNF cells;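 active = activation, meaning protection from cell death, of at least 50% relative to plate controls; inactive = activation below 50%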;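 note: necroptosis triggered by 40 ng/mL TNF-alpha added together with compound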
Runt-CBFb FRET = inhibitors of human RUNX1 Runt domain binding to CBFb | actives 0.46% (n = 220,000) | inhibition, % at 20 µM | Q01196+Q13951 | AID 1496 | Cerulean-Runt/Venus-CBFb FRET ratio 530/480, 1 h;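 active = inhibition over about 50% at 20 µM in the single-dose screen, limit read from the data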;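 note: 0% = DMSO wells and 100% = excess unlabeled CBFb competitor control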
Target sequence (Q01196 whole entry, looked up, the tested form may be a part): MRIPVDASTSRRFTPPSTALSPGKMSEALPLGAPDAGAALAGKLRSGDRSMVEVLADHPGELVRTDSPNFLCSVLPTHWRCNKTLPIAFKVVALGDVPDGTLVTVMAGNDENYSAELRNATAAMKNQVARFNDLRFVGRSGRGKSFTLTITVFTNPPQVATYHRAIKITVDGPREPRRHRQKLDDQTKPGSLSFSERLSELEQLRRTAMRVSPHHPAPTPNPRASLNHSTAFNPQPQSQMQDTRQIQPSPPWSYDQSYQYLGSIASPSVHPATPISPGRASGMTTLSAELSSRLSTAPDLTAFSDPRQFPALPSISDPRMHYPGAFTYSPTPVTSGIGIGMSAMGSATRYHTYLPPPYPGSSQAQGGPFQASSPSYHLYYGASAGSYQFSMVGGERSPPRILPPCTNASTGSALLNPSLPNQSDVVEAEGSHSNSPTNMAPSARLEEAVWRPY
Target sequence (Q13951 whole entry, looked up, the tested form may be a part): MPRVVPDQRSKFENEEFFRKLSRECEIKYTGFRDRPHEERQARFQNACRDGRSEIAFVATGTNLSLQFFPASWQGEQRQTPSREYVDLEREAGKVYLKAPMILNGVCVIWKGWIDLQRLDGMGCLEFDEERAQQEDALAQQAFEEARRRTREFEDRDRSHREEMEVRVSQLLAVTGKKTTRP
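System: Cerulean-labeled Runt domain protein | Quantity: 100 nM of each labeled protein | Schedule: 1 h compound exposure, room temperature | Detection: Fluorescence energy transfer, 422 nm excitation, 530/480 nm emission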
Runt-SMMHC FRET = inhibitors of human RUNX1 Runt domain binding to CBFb-SMMHC; Q01196+Q13951; actives 0.74% (n = 220,000); Cerulean-Runt/Venus-CBFb-SMMHC FRET ratio 530/480, 1 h; inhibition, % at 20 µM;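 active = mean inhibition across duplicate retests at 20 µM reaching about 50%, limit read from the data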;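 note: 0% = DMSO wells and 100% = wells with excess untagged CBFb-SMMHC; inhibitors lower the FRET ratio by blocking Runt binding to CBFb-SMMHC; some results filed as inactive read as strong as hits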
* = called active by the depositor; / = not tested or not shown; & = joins results of further samples. These rows are one share of the data. The share of hits here may be higher or lower than overall.

SMILES	Hck-Nef inh	EP2 mod	PERK inh	L929 necroptosis	RBBP9 inh	EP2 antag	TNF death inh	Runt-CBFb FRET	Runt-SMMHC FRET
CCOc1ccc(NC(=O)N2CC=C(n3c(=O)[nH]c4ccccc43)CC2)cc1	0.9	19.9	-0.7	0.1	0.4	11.6	-11.6	-1.9	-0.4
COc1ccc(/C(C)=N/NC(=O)CNC(=O)c2cccs2)cc1OC	24.2	-4.1	0.9	32.9	-11.6	5.9	0.3	0.0	0.4
COC(=O)c1ccccc1NC(=S)N(Cc1ccc2c(c1)OCO2)Cc1cc2cccc(C)c2[nH]c1=O	-0.6	10.1	0.5	-0.3	2.7	7.0	1.6	-0.9	2.6
COc1ccc(-c2nc(NC(=O)CSc3nnc4ccccn34)ns2)cc1	0.2	6.7	1.6	0.4	-5.5	13.2	-1.8	-0.4	-1.7
O=C(CCN1CCOCC1)c1ccc2c(c1)OCCO2	5.7	4.9	0.8	-0.1	-2.4	8.9	-3.5	1.5	-1.7
COC(=O)Cn1c(=NC(=O)C(C)C)sc2c(C)cc(C)cc21	0.8	15.0	0.7	1.5	-4.5	11.7	0.9	-1.2	1.3
CCOC(=O)C1=NN(C(=O)Cc2ccccc2)C(O)(C(C)(C)C)C1 (stereo unspecified)	17.4	50.3	1.3	6.0	-3.2	9.7	-0.1	/	/
CCOC(=O)C1(C)C=C(Nc2ccc(C)cc2)C(=O)N1c1ccc(C)cc1 (stereo unspecified)	22.5	32.6	1.1	8.5	-3.3	6.8	0.6	1.0	-0.6
CCCn1nc(C(=O)NC2CCCc3ccccc32)c2ccccc2c1=O (stereo unspecified)	0.5	28.6	-0.1	0.0	-9.0	8.8	0.9	-2.0	2.1
Cc1ccc(SCCNC(=O)C(CO)(CO)CO)cc1	0.0	8.8	-1.3	-0.8	2.6	0.6	-0.2	0.0	1.8
CCOC(=O)Cc1nnc(NC(=O)CSc2nncn2C)s1	-0.2	-15.7	0.9	0.2	-2.3	-4.0	0.1	-0.3	-0.9
CCn1c(COc2ccccc2C)nnc1SCC(=O)N1CCCCC1	1.1	3.3&1.5	-0.8	-0.1	-9.4	7.0&16.7	0.2	-4.8	3.5
O=C(NC1CCCCC1)C(c1ccccn1)N(C(=O)c1csnn1)C1CC1 (stereo unspecified)	14.1	5.2	-0.1	-0.3	-4.2	13.2	0.7	/	/
COc1ccc(Cc2nc(=S)[nH][nH]2)cc1Br	20.7	15.7	2.8	1.3	-3.8	2.4	-0.4	30.9	11.6
Cn1c(-[n+]2c(-c3ccccc3)cc(-c3ccccc3)cc2-c2ccccc2)nc2cc([N+](=O)[O-])ccc21	-0.1	-7.9	-0.4	0.5	-6.2	5.4	0.1	-10.3	4.7
O=C(O)CCCCNS(=O)(=O)c1ccc(Cl)c(C(F)(F)F)c1	2.2	-6.9	-0.3	1.6	-4.1	3.8	0.8	-1.8	1.3
Cc1cc2c(nn1)CCc1nonc1-2	-14.8	4.5	0.3	-0.1	-4.1	1.6	-0.2	-1.4	5.4
O=S(=O)(NC(=NCc1ccccc1)c1ccc(F)cc1)c1ccc(Cl)cc1	4.9	3.8	-0.3	2.5	-2.7	13.6	-0.2	-1.4	0.7
COC(=O)CCCCC1SCC2NC(=O)NC21O (stereo unspecified)	1.8	18.8	0.8	0.4	-8.6	3.0	0.2	0.2	-5.7
Cc1nc2sc(C(=O)OC(C)C)c(N)c2c(C)c1C	21.8	-9.6	0.5	5.3	-4.5	7.6	1.6	7.0	-1.8
CC(=O)Nc1cccc(-c2csc(NCc3ccccc3)n2)c1	0.4	-35.0	0.2	0.8	14.7*	8.9	2.2	3.1	0.1
O=C(c1cc2ccccc2o1)N1CCCCCC1	7.5	8.5	-0.8	-0.8	-10.4	7.7	-0.7	0.0	-7.1
CC(=O)N1Cc2ccccc2CC1C(=O)O (stereo unspecified)	-18.6	40.6	0.0	0.3	3.9	8.7	-1.1	2.2	-8.0
COc1ccc(/C(O)=C2/C(=O)C(=O)N(CCN3CCOCC3)C2c2ccccn2)cc1OC (stereo unspecified)	1.1	31.1	0.5	-0.1	-1.7	14.3	-0.5	1.2	11.8
COC(=O)Cc1ccc(NC(=O)c2ccc(Br)o2)cc1	-10.4	3.2	-0.3	-0.7	-5.4	4.5	-1.1	1.6	-1.1

(cont.)
SMILES	Hck-Nef inh	EP2 mod	PERK inh	L929 necroptosis	RBBP9 inh	EP2 antag	TNF death inh	Runt-CBFb FRET	Runt-SMMHC FRET
CCC1(C)Cc2c(sc3nnn(Cc4ccccc4Cl)c(=O)c23)CO1 (stereo unspecified)	-0.2	47.6	-0.3	-0.2	-11.5	5.6	-6.2	-2.6	-1.4
Cc1ccsc1C1C(C#N)=C(N)N(N(C)C)C2=C1C(=O)CCC2 (stereo unspecified)	23.5	-12.0	0.2	-0.1	1.7	10.6	1.1	0.9	-1.0
COc1ccc(CNC(=O)c2coc(=O)c3ccccc23)c(OC)c1	0.3	-20.1	0.0	3.5	-5.3	10.1	-0.4	-0.3	5.1
C/C(=N\NC(=O)c1ccc(CN2CCOCC2)cc1)c1ccc(NC(=O)c2ccccc2)cc1	6.1	-20.5	0.4	2.4	2.3	2.5	2.5	0.9	1.5
Cc1cc(-c2ccccc2)n(-c2ccc(C(=O)N3CCN(c4ncccn4)CC3)cc2)n1	0.0	36.4	-1.0	0.3	-6.0	9.0	-3.2	-4.6	1.1
O=C(CSc1ncn(-c2ccccc2)n1)Nc1nc2c(s1)CCCC2	1.9	-41.4	-0.5	0.3	-0.1	7.1	0.2	11.9	-1.0
CC(=O)NCc1ccc(C(=O)CCl)cc1	-7.5	11.9	1.6	39.0	-6.2	4.9	-13.7	0.0	-2.5
Cn1c(SCC(=O)NCc2ccccc2)nc2c([nH]c3ccccc32)c1=O	1.7	-28.3	1.4	0.9	-0.9	7.4	-1.6	-3.4	1.4
CCCCC1=NC2(CCCC2)C(=O)N1Cc1ccc(-c2ccccc2-c2nn[nH]n2)cc1	/	27.0	0.4	/	2.8	8.4&7.9	/	-0.9	0.0
O=C(Cn1c(=O)oc2ccccc21)NCc1ccco1	0.5	-5.6	1.9	0.0	10.9	10.9	2.2	3.0	1.2
COc1ccc(-c2csc(N(CC3CCCO3)C(=O)c3cccs3)n2)cc1 (stereo unspecified)	1.5	43.1	-0.8	0.7	-7.9	3.0	-2.7	-1.8	-1.1
CCC(=O)N1CCc2cc(S(=O)(=O)CCC(=O)NCc3ccco3)ccc21	26.6	-19.1	1.1	-0.2	-8.4	4.3	-0.3	-0.5	-5.6
COc1ccc(N2C(=O)CC(NC3CCCCNC3=O)C2=O)cc1 (stereo unspecified)	3.3	7.2	1.2	-0.6	2.0	14.6	-0.7	1.3	-0.8
COc1ccccc1CNC(=O)CSc1nc(C)cs1	0.3	16.9	-0.5	1.5	-5.9	4.2	-0.7	-0.3	0.3
NC(=O)COc1cccc2cccnc12	-3.5	1.2	-0.2	0.9	4.3	7.3	0.1	1.3	-3.4
CCOC(=O)C1(Cc2ccccc2Cl)CCN(S(=O)(=O)N(C)C)CC1	11.2	33.2	0.4	1.6	-2.1	3.9	1.1	-1.4	-3.5
COc1cc(/C=C(\C#N)C(=O)c2c[nH]c3ccccc23)cc(OC)c1O	6.4	-7.9	-0.9	0.1	-9.6	6.5	1.1	-62.7	-187.8
O=C(COC(=O)C1CSC2(c3ccc(F)cc3)CCC(=O)N12)NC(=O)NC1CCCC1 (stereo unspecified)	24.8	-10.2	1.0	1.1	-10.4	2.9	0.5	-3.2	-6.7
Cc1cc(C)c2cc(CN(Cc3ccc4c(c3)OCO4)Cc3nnnn3Cc3ccco3)c(=O)[nH]c2c1	3.4	23.2&19.2	-0.8	0.8	-1.8	6.4&8.8	0.0	29.0	23.6
COc1ccc(C)cc1-n1c(C)cc(C=O)c1C	3.8	44.0	1.5	-0.8	7.1	3.9	-1.3	0.0	-3.6
CCSc1nc(=O)n(-c2ccccc2)c(C)c1C(C)=O	1.6	21.7	-0.6	0.9	-8.6	11.1	0.5	1.8	1.7
COCc1nnc(NC(=O)CC(C)c2ccccc2)s1 (stereo unspecified)	-1.4	22.4	-0.3	0.0	-6.6	6.0	1.6	1.8	2.3
CN(C)c1ccc(/C=N/n2c(-c3ccccc3Br)n[nH]c2=S)cc1	-29.6	-17.9	0.2	-0.7	-5.3	11.2	-2.9	14.7	13.9
CCO[C@@H]1OC(C(N)=O)=C[C@H](c2ccc(Br)cc2)[C@H]1CCCO	-0.1	14.3	1.8	0.2	1.3	4.2	1.3	0.6	-5.8
Cc1cc(NC(=O)COC(=O)c2ccccc2S(=O)(=O)N(C)c2ccccc2)no1	7.1	-5.5	-0.4	0.8	3.5	-2.9	-1.5	-0.7	1.2

Profiles, quoted from the list. Values in the order: Hck-Nef inh	EP2 mod	PERK inh	L929 necroptosis	RBBP9 inh	EP2 antag	TNF death inh	Runt-CBFb FRET	Runt-SMMHC FRET
CCCCC1=NC2(CCCC2)C(=O)N1Cc1ccc(-c2ccccc2-c2nn[nH]n2)cc1 across the screens: /	27.0	0.4	/	2.8	8.4&7.9	/	-0.9	0.0
COc1ccc(N2C(=O)CC(NC3CCCCNC3=O)C2=O)cc1 (stereo unspecified) across the screens: 3.3	7.2	1.2	-0.6	2.0	14.6	-0.7	1.3	-0.8

Remaining list, next part
SMILES	Hck-Nef inh	EP2 mod	PERK inh	L929 necroptosis	RBBP9 inh	EP2 antag	TNF death inh	Runt-CBFb FRET	Runt-SMMHC FRET
O=C(O)C1CCCCC1C(=O)Nc1cc(C(F)(F)F)ccc1Cl (stereo unspecified)	21.9	10.0	-0.1	1.2	-5.9	7.4	0.6	-1.4	-0.7
O=C(Nc1ccc(-c2cn3c(n2)SCC3)cc1)c1ccc2c(c1)OCO2	-0.7	-79.7	0.1	2.5	-10.9	6.9	1.1	2.2	-1.9
COc1ccc(NC(=O)CSc2nccn2C)c([N+](=O)[O-])c1	25.1	23.2	0.2	9.6	-10.3	4.8	0.2	-0.9	2.5
CN1C(=O)CC(NNC(=O)c2ccc(Cl)cc2)C1=O (stereo unspecified)	1.1	15.2	1.4	-0.1	1.3	-0.5	-0.9	/	-3.1
O=C(NNS(=O)(=O)c1ccccc1[N+](=O)[O-])c1ccc(F)cc1	20.0	29.9	1.1	1.4	-4.6	10.8	0.7	0.6	-1.8
Cc1ccc(N(C(C)C(=O)Nc2cc(Cl)ccc2Oc2ccccc2)S(C)(=O)=O)cc1 (stereo unspecified)	-0.3	7.5	-0.3	0.0	-11.4	-0.2	-0.3	-1.7	2.3
COc1ccc(OC)c(Nc2nnc(C)c(=O)[nH]2)c1	20.4	16.8	1.5	2.0	-1.8	2.7	0.6	2.7	-3.0
O=C(Cc1ccccc1)NNC(=O)Nc1ccccc1	20.8	10.8	0.9	1.4	-2.6	1.4	-0.8	0.5	1.6
Cc1cccc(C2N(c3ccc(F)cc3)C(=O)C3CCCN32)c1 (stereo unspecified)	0.8	/	2.0	-0.1	5.1	3.6	0.2	/	/

Screening results as filed in PubChem BioAssay.
